Bioassay records: PubChem, several laboratories
AGP1-GFP MLPCN = modulators of TOR pathway AGP1-GFP in S. cerevisiae. 0.02% of 320,000 active. S. cerevisiae AGP1-GFP multiplex flow cytometry, 3 h; GFP as percent of DMSO wells. GFP response vs DMSO, % at 10 µM;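 active = GFP response relative to DMSO above a set limit, near screen average plus 3 SD, cut at about 150% in these data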;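 also: median GFP channel fluorescence of the gated AGP1 strain per well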
proCasp3 act = activates human procaspase-3; P42574; recombinant procaspase-3 D3A, Ac-DEVD-pNA absorbance 405 nm; activation, % at 8.5 µM; 0.11% of 330,000 active; AID 463141;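 active = activation above the mean of all tested compounds plus 3 SD, cut at about 21% in these data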;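 also: 0% = DMSO alone and 100% = DMSO wells spiked with extra 5 µM PC-3 D3A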
Target sequence (P42574 whole entry D9A/D28A/D175A): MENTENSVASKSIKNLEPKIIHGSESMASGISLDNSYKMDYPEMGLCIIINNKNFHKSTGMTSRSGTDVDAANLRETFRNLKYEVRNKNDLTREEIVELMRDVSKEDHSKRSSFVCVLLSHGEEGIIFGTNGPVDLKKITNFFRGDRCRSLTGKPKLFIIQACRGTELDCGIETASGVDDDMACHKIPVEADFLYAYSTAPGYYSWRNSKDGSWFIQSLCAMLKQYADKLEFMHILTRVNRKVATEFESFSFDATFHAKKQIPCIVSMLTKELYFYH
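Test system: Procaspase-3 D3A mutant; medium: Zinc-free HEPES/NaCl buffer with 0.01% Triton X-100 at pH 7.4; reagent: DEVD-pNA substrate; doses: one concentration, 8.5 µM nominal, 0.8% DMSO; times: 1 h preincubation plus 2 h reaction at 25 °C; signal: Epi-absorbance at 405 nm of released p-nitroaniline, 0 and 120 min; replicates: singlicate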
proCasp7 act = activates human procaspase-7, counter-screen for procaspase-3 activators; 0.093% of 330,000 active; recombinant procaspase-7, Ac-DEVD-pNA absorbance 405 nm; D23A/D198A/D206A triple mutant, cannot self-cleave; scale: DMSO 0, 5 µM enzyme 100; activation, % at 8.5 µM; P55210;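 active = percent activation above the screen-wide mean plus 3 SD, cut at about 25% in these data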
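System: Uncleavable procaspase-7 mutant enzyme; Amount: 2 µM procaspase-7 mutant as dispensed; Schedule: 1 h compound preincubation, 2 h substrate cleavage, 25 °C; Measured by: 405 nm absorbance of p-nitroaniline; Evaluation: percent activation from buffer-corrected 0–120 min absorbance change; Control set: low DMSO alone, high DMSO plus 5 µM PC-7.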
LAP4 TOR yeast = yeast TOR pathway LAP4-GFP modulation | S. cerevisiae LAP4-GFP multiplex, flow cytometry GFP, 3 h; median GFP as percent of DMSO wells | GFP response vs DMSO, % at 10 µM | 0.34% of 320,000 active | AID 2023;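 active = GFP response vs DMSO above a set limit, about the screen mean plus 3 SD, cut at about 150% in these data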
AHR activator = activates the human aryl hydrocarbon receptor | AID 2796 | AHR-responsive luciferase reporter cells, luminescence | P35869 | 2.5% of 320,000 active | activation, % at 5 µM; in the data active = activation above about 47%;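 also: 0% = vehicle wells and 100% = reference agonist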
Target sequence (P35869 whole entry, looked up): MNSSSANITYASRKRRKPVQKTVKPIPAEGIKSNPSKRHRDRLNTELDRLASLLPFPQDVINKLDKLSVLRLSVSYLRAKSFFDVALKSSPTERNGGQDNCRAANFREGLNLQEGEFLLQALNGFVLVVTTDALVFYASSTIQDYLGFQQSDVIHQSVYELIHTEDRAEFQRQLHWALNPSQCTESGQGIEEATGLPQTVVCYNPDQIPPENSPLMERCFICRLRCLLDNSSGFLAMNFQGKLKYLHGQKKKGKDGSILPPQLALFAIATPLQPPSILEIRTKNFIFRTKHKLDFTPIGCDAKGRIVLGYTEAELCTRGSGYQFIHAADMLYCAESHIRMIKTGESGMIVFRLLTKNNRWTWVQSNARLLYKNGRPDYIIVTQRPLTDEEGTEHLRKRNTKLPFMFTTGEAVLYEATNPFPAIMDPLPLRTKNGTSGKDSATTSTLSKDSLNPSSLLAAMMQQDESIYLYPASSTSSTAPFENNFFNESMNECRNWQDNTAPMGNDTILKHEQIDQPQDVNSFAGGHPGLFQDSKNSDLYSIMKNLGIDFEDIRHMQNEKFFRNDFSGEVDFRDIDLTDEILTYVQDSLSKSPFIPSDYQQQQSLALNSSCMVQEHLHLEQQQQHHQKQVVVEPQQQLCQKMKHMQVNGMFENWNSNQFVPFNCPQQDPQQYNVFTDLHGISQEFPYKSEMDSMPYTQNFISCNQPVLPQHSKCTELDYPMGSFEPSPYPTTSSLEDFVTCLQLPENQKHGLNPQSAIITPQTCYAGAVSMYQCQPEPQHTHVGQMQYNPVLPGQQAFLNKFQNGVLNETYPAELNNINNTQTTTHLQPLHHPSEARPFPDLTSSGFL
CIT2-GFP yeast = alters CIT2-GFP fluorescence in TOR pathway yeast screen. S. cerevisiae CIT2-GFP strain, flow cytometry, 3 h; 100 means same as DMSO wells. GFP response vs DMSO, % at 10 µM. 0.065% of 320,000 active;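 active = GFP response relative to DMSO above a set limit, near the screen mean plus 3 SD, cut at about 150% in these data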;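 also: ratio of well median GFP fluorescence to mean of DMSO wells on the plate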
MEP2 TOR yeast = modulators of TOR pathway MEP2-GFP in S. cerevisiae. 0.51% of 330,000 active. GFP response vs DMSO, % at 10 µM. S. cerevisiae MEP2-GFP strain, flow cytometry GFP, 3 h; 100% = DMSO control level. AID 2016;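 active = GFP response versus DMSO above a set limit, roughly screen mean plus 3 SD, cut at about 180% in these data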;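 also: median GFP fluorescence of the barcode-gated MEP2-GFP cells per well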
RPL19A TOR yeast = alters RPL19A-GFP fluorescence in TOR pathway yeast screen | S. cerevisiae RPL19A-GFP strain, flow cytometry, 3 h; stronger effect = lower value | percent response vs DMSO, % at 10 µM | 0.3% of 330,000 active | AID 2025;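 active = percent response vs DMSO below 50%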;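 also: median channel GFP fluorescence of the barcoded RPL19A-GFP strain; ratio of sample median GFP to plate DMSO average so 100% = DMSO; lower means less RPL19A-GFP as with rapamycin TOR inhibition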
Active calls of the source: *; x = no result given.

Compound	AGP1-GFP MLPCN	proCasp3 act	proCasp7 act	LAP4 TOR yeast	AHR activator	CIT2-GFP yeast	MEP2 TOR yeast	RPL19A TOR yeast
CCCCn1c(SCC(=O)Nc2ccc(NC(C)=O)cc2)nc2ccccc2c1=O	109	-6	5	102	3	106	102	101
COCCCNC(NC(=O)c1ccc(Br)cc1)C(Cl)(Cl)Cl (stereo unspecified)	107	8	5	98	3	101	98	106
CCN(CC(=O)Nc1c(F)cccc1F)C(=O)C1CC(=O)N(c2ccccc2OC)C1 (stereo unspecified)	101	3	2	102	1	109	111	109
COc1ccc(NC(=O)c2cc3ccc4c5ccccc5[nH]c4c3cc2O)cc1	105	-2	-11	98	4	107	108	104
O=C(COc1ccc2c(c1)OCO2)NC12CC3CC(CC(C3)C1)C2	102	12	3	105	55*	93	92	99
CC(OC(=O)COc1ccc(C#N)cc1)C(=O)c1ccccc1 (stereo unspecified)	103	4	5	110	-1	99	103	96
CC1CCCCC1NC(=O)COC(=O)COc1ccc(Cl)cc1 (stereo unspecified)	126	-5	3	102	4	119	139	81
Cc1cc(S(=O)(=O)NCc2ccccc2)ccc1OCC(=O)Nc1cccc([N+](=O)[O-])c1	82	-4	-3	102	1	108	110	99
COc1ccc(C)cc1NC(=O)c1ccc(CN2CCc3ccccc3C2)cc1	98	x	x	92	x	103	107	104
Cc1cccc(-n2c(-c3ccc(Br)o3)n[nH]c2=S)c1	112	-25	-17	108	-1	96	101	96
C=Cc1ccc(CN2CCCN(Cc3ccc(Cl)cc3)S2(=O)=O)cc1	101	3	-2	94	1	109	99	101
COc1cc2nc(SCC(=O)NCCc3ccccc3)n(Cc3ccco3)c(=O)c2cc1OC	116	1	3	86	0	95	117	105
Cc1ccc(NC(=O)Cc2ccccc2Cl)cc1S(=O)(=O)N(C)C	94	3	7	89	0	96	96	98
O=C(NCCc1cccc(Cl)c1)c1cccc([N+](=O)[O-])c1	95	5	5	99	16	101	109	105
COc1ccc(NC(=O)[C@H](C)NC(=O)C2CCN(S(=O)(=O)c3ccc(C)cc3)CC2)cc1OC	93	-5	-4	113	13	91	138	99
Cc1cc(C)c(S(=O)(=O)N2CCN(C(=O)c3c(C)noc3C)CC2)c(C)c1	101	3	3	99	0	96	99	98
CCc1onc(C)c1C(=O)Nc1cc(C)ccc1OC	104	7	2	102	2	106	105	104
O=C(CSc1nnc(-c2ccco2)n1CC1CCCO1)N1CCCCC1 (stereo unspecified)	105	7	14	98	0	99	104	101
Cc1c(NC(=O)Nc2ccc(Cl)cc2Cl)c(=O)n(-c2ccccc2)n1C	102	10	-5	106	2	98	99	96
CCOC(=O)N1CCN(S(=O)(=O)c2ccc(OC)c(Br)c2)CC1	108	13	-3	93	-3	92	103	102
Cc1cc(C)c(S(=O)(=O)N2CCN(S(=O)(=O)N3CCC(C)CC3)CC2)c(C)c1	103	-3	-4	105	-3	106	106	104
CC(=O)C1=C(O)C(=O)N(Cc2ccco2)C1c1ccccc1 (stereo unspecified)	100	-5	-3	102	0	100	100	94
COc1cc(C(=O)OCC(=O)N2CCC(Cc3ccccc3)CC2)cc(OC)c1OC	97	-7	-2	100	0	86	94	89
COc1cccc(C(=O)/C=C/Nc2cc(C)ccc2O)c1	97	-3	-9	99	6	103	101	101
COc1ccccc1NC(=O)Nc1ccc(N2CCOCC2)cc1	84	1	5	105	7	97	69	92
O=C(CN1C(=O)NC2(CCCC2)C1=O)NCCc1ccccc1	102	5	5	101	-1	106	101	102
CCC(C)(C)n1nnnc1C(c1cccs1)N1CCN(Cc2ccccc2)CC1 (stereo unspecified)	95	5	4	95	3	95	104	94
Cc1ccc(C(=O)Nc2cnc3sc(C)nn3c2=O)cc1	97	7	2	102	6	105	110	96
CC1(C)N=C(c2cccc(F)c2)C(=O)N1	98	-2	-4	102	3	104	104	102
COc1ccc(OCc2nnc(SCC(=O)N3CCCCC3)o2)cc1	16	5	5	98	2	81	88	80
CC1CN(S(=O)(=O)c2cccc(-c3csc(-c4ccccc4)n3)c2)CC(C)O1 (stereo unspecified)	90	-4	-1	91	3	91	92	90
COCCN(CCOC)S(=O)(=O)c1ccc(NC(=O)c2cnccn2)cc1	102	4	7	88	8	107	103	108

Some of the entries so far, with values under each structure.
Each structure is followed by: AGP1-GFP MLPCN, proCasp3 act, proCasp7 act, LAP4 TOR yeast, AHR activator, CIT2-GFP yeast, MEP2 TOR yeast, RPL19A TOR yeast
O=C(CN1C(=O)NC2(CCCC2)C1=O)NCCc1ccccc1
 : 102, 5, 5, 101, -1, 106, 101, 102
CCC(C)(C)n1nnnc1C(c1cccs1)N1CCN(Cc2ccccc2)CC1 (stereo unspecified)
 : 95, 5, 4, 95, 3, 95, 104, 94
Cc1ccc(C(=O)Nc2cnc3sc(C)nn3c2=O)cc1
 : 97, 7, 2, 102, 6, 105, 110, 96
CC1(C)N=C(c2cccc(F)c2)C(=O)N1
 : 98, -2, -4, 102, 3, 104, 104, 102
COc1ccc(OCc2nnc(SCC(=O)N3CCCCC3)o2)cc1
 : 16, 5, 5, 98, 2, 81, 88, 80
CC1CN(S(=O)(=O)c2cccc(-c3csc(-c4ccccc4)n3)c2)CC(C)O1 (stereo unspecified)
 : 90, -4, -1, 91, 3, 91, 92, 90
COCCN(CCOC)S(=O)(=O)c1ccc(NC(=O)c2cnccn2)cc1
 : 102, 4, 7, 88, 8, 107, 103, 108

The listing continues:
Compound	AGP1-GFP MLPCN	proCasp3 act	proCasp7 act	LAP4 TOR yeast	AHR activator	CIT2-GFP yeast	MEP2 TOR yeast	RPL19A TOR yeast
CNc1ncc(C(=O)c2ccc(Cl)c(Cl)c2)s1	87	1	11	109	2	92	104	96
CCc1nc2ccc(C(=O)NCCc3ccc(OC)c(OC)c3)cc2nc1CC	94	4	7	94	2	97	98	94
CCOC(=O)C1=C(CSc2nc3c(cc2C#N)CN(C)CC3)OC(N)=C(C#N)C1c1ccncc1 (stereo unspecified)	98	-7	-5	98	2	97	101	99
O=c1cc(-c2ccccc2)oc2ccc(O)cc12	81	3	4	113	1	94	95	98
CCOc1ccc(C(=O)Nc2ccccc2N2CCOCC2)cc1	101	7	9	99	5	102	103	98
Cc1cc(C(=O)NCCCN2CCN(c3cc(Cl)ccc3C)CC2)n(-c2ccccc2)n1	101	0	-12	98	3	112	96	100
O=C(NC(Cc1c[nH]c2ccccc12)C(=O)O)c1ccccc1 (stereo unspecified)	95	2	12	92	7	91	100	96
COc1cc(S(=O)(=O)N2CCN(Cc3ccccc3)CC2)ccc1Br	97	-1	8	101	-2	105	104	96

A draw from above in order of molecular weight, highest first:
Compound	AGP1-GFP MLPCN	proCasp3 act	proCasp7 act	LAP4 TOR yeast	AHR activator	CIT2-GFP yeast	MEP2 TOR yeast	RPL19A TOR yeast
COc1ccc(C)cc1NC(=O)c1ccc(CN2CCc3ccccc3C2)cc1	98	x	x	92	x	103	107	104
O=C(CSc1nnc(-c2ccco2)n1CC1CCCO1)N1CCCCC1 (stereo unspecified)	105	7	14	98	0	99	104	101
CNc1ncc(C(=O)c2ccc(Cl)c(Cl)c2)s1	87	1	11	109	2	92	104	96

Next compounds
Compound	AGP1-GFP MLPCN	proCasp3 act	proCasp7 act	LAP4 TOR yeast	AHR activator	CIT2-GFP yeast	MEP2 TOR yeast	RPL19A TOR yeast
Cn1ccnc1C(O)(c1ccccc1)c1ccccc1	110	-1	7	103	3	110	103	103
Cc1ccc(C(OCC(O)CNC(CO)C(O)c2ccc([N+](=O)[O-])cc2)c2ccccc2)cc1 (stereo unspecified)	96	-4	-3	100	-1	95	93	95
COC(=O)c1ccc(CSc2ccc3nnc(-c4ccccn4)n3n2)o1	101	-6	7	97	1	94	95	96
CC(C)c1ccc(S(=O)(=O)N2CCN(C(=S)NCc3ccco3)CC2)cc1	101	11	-7	92	0	102	98	100
Nn1c(SCc2ccc(Br)cc2)nnc1-c1ccncc1	98	10	1	94	0	96	89	93
CN1CCN(NC(=O)c2cn(-c3ccccc3)nc2-c2ccc(OC(F)F)cc2)CC1	97	5	-3	98	-2	95	96	93
CCc1cc(=O)oc2cc3occ(C)c3cc12	78	-2	4	107	36	84	92	102
COc1ccccc1Sc1nc(-c2ccccn2)ncc1OC	x	1	-3	103	4	88	102	90
CCOc1cc(N2CCOCC2)c(OCC)cc1NC(=O)COc1cccc(Cl)c1	104	4	-6	106	8	98	107	101
CC(O)c1cccc(NC(=O)Nc2cccc(NC(=O)Nc3cccc(C(C)O)c3)c2)c1 (stereo unspecified)	96	x	x	90	x	94	107	106
O=C(Cn1nnc(-c2ccncc2)n1)Nc1ccc2c(c1)CCC2	99	1	-10	100	-1	112	116	98
CCc1nnc(/N=C/c2c(O)n(-c3ccc(Cl)cn3)c(=O)c3ccccc23)s1	86	-2	-18	96	23	94	106	98
O=C(CCCN1C(=O)/C(=C/c2ccccc2)SC1=S)Nc1ccccc1O	92	-9	-18	96	0	91	93	96
O=S(=O)(c1cccc2nsnc12)N1CCc2ccccc2C1	97	0	-10	101	-3	x	94	94
CN(C)C=C1C(=O)c2ccccc2C1=O	100	-4	9	106	12	99	103	98
C=CCOc1ccc(CNCc2cccnc2)cc1OCC	105	-9	1	97	8	110	108	104
COc1ccc(NC(=O)CCNC(=O)Cn2ccc3ccccc3c2=O)cc1Cl	112	3	2	108	4	108	111	108
Cc1noc(NS(=O)(=O)c2ccc(NC(=O)CSc3nc4c(cc3C#N)CCCCC4)cc2)c1C	98	5	5	98	1	110	97	94
O=C(CSc1nnc(-c2cccnc2)o1)Nc1ccccc1F	114	1	8	124	5	103	100	104
Cc1nc(N2CCOCC2)nc(OCCN(C)C)c1[N+](=O)[O-]	101	-14	1	99	0	107	103	104
Cc1ccc(N2CN=c3s/c(=C\c4cccnc4)c(=O)n3C2)cc1	97	9	8	96	-3	100	102	97
CCn1ccnc1CN1CCc2c([nH]c3ccccc23)C1CC(C)C (stereo unspecified)	94	0	3	107	6	84	86	87
CN(C(=O)CS(=O)(=O)Cc1ccccc1Cl)c1ccccc1	102	-3	-3	90	-2	99	97	98
Cc1cccc(C(=O)OCC(=O)NCCCc2ccccc2)c1	99	-5	-8	111	4	97	103	95
COc1ccc(C(=O)NC(=S)NNC(=O)c2ccc(NC(=O)C(C)C)cc2)cc1	89	-5	-15	94	7	85	93	105
CC(=O)OCC(=O)NCC(=O)c1c[nH]c2ccccc12	98	0	6	91	10	102	100	99
c1ccc2sc(N3CCOCC3)nc2c1	91	4	3	97	0	101	93	99
CC(C)C[C@@H](CNC(=O)OC(C)(C)C)NC(=O)c1nc[nH]c1C(=O)N[C@@H](CC(C)C)C(=O)CNC[C@H](CC(C)C)NC(=O)c1nc[nH]c1C(=O)N[C@@H](Cc1c[nH]c2ccccc12)C(=O)OC(C)(C)C	94	-5	12	89	4	93	89	97
CC(C)(C)c1nc(SCC(=O)Nc2ccc(N3CCOCC3)cc2)c2ccccc2n1	106	1	-6	107	3	103	101	100
O=C(CCC(=O)c1cccs1)NCc1ccccc1	98	5	-3	97	1	85	106	97
CCN(CC)CCCN1C(=O)C(=O)/C(=C(/O)c2ccccc2)C1c1cc(OC)ccc1OC (stereo unspecified)	101	6	1	101	0	96	100	101
CC(C)C(NC(=O)c1ccc(Cl)c([N+](=O)[O-])c1)C(=O)NCc1ccccn1 (stereo unspecified)	96	-3	2	89	1	110	105	95
